Screens (PubChem BioAssay)
FEN1 inh: inhibitors of human flap endonuclease 1. Recombinant FEN1 flap cleavage, fluorescence, 15 min. P39748. Potency, µM (highest dose often 114 µM), for inactives: at the top dose activity change, negative = inhibition, actives largely listed as inhibitors. 390,000 tested, 0.35% active. AID 588795; also: nearly all actives have a fitted effect of over 65% in size
Target sequence (P39748 whole entry, looked up): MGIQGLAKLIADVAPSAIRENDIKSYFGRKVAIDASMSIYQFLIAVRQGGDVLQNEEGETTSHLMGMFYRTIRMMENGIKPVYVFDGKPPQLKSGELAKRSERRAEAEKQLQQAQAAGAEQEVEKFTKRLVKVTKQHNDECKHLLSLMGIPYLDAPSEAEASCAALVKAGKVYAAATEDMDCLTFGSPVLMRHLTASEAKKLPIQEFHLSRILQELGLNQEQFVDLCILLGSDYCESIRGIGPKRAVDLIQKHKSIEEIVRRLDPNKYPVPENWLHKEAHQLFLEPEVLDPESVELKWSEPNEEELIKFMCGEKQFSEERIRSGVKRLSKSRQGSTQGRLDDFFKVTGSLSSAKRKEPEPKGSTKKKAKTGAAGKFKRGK
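Reaction started by adding substrate (50 nM final) to 10 nM enzyme after 15 min room-temperature compound preincubation. Reads at 0 and 15 min, with data normalized and fitted to a four-parameter Hill equation.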
N370S GC: inhibits or activates N370S mutant glucocerebrosidase; P04062; N370S GC spleen homogenate, 4MU-glucoside fluorescence; Potency, µM (doses to about 59.4 µM), inactives show at the highest dose activity change, negative = inhibition, most hits filed as inhibitors; 330,000 tested, 0.092% active; AID 2101;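 also: 0% = full enzyme activity and -100% = no enzyme basal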
TDP1 inh: blocks human tyrosyl-DNA phosphodiesterase 1 | Q9NUW8 | recombinant TDP1, AlphaScreen DNA substrate cleavage | Potency, µM (series often up to 130 µM), for inactives: at the highest dose activity change, negative = inhibition, actives largely listed as inhibitors | 350,000 tested, 0.28% active | AID 485290; also: nearly all actives have a fitted effect of over 40% in size
Target sequence (Q9NUW8 whole entry, looked up): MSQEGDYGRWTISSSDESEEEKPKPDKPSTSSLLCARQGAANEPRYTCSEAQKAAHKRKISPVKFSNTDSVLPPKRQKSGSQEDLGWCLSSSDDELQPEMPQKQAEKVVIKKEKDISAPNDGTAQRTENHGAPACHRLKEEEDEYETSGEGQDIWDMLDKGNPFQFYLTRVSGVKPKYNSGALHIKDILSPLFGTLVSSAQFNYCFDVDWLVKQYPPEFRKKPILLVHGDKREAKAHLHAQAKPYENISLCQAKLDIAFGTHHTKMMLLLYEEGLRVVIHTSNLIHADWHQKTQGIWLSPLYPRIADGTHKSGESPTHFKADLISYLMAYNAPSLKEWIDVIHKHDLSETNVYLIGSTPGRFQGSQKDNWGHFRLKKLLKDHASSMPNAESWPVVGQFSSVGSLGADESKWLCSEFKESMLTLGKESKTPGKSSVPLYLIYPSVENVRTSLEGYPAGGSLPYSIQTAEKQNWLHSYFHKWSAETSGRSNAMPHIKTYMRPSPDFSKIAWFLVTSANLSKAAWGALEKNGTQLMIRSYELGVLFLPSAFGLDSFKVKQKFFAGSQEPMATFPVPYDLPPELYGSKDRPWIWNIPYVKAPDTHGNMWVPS
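Steps: enzyme plus compound, 15 min RT; add biotin/phosphotyrosine-FITC oligonucleotide (15 nM final), react 5 min; add donor/acceptor beads (10 ug/ml final), 10 min; read AlphaScreen. Tdp1 at 1 nM final.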
* = called active by the depositor; u = inconclusive; x = no result given; & = joins results of further samples; [ ] = remark or other dose. Calls follow the shape of the dose curve; as a rule, active = well fitted curve in the direction sought with a large enough effect; inconclusive = small, poorly fitted or top-dose-only effect, or another doubt; inactive = no such curve, though single readings can be large; an effect the other way counts as inactive or inconclusive. Unless noted, % is scaled to controls: 0 for no effect and ±100 for the full control effect; potency is read from the fitted curve at half-maximal effect.

SMILES,FEN1 inh,N370S GC,TDP1 inh
Cc1ccc(NC(=O)C2CCCN(S(=O)(=O)c3cccc4cccnc34)C2)c(C)c1 (configuration not stated),-6%,x,4%
CCOc1ccc(NC(=O)CCNS(=O)(=O)c2ccc3c(c2)CC(C)N3C(C)=O)cc1 (configuration not stated),-22%,-3%,1%
COc1ccc2ccccc2c1/C=N/Nc1ccc(Cl)c(C(=O)O)c1,-20%,4%,6%
CNC(=O)NC(=S)NC(=O)c1ccc(OC)cc1,-4%,17%,-4%
Cc1sc2c(c1C)C(=O)NC(c1ccccc1F)N2 (configuration not stated),-1%,9%,0%
CCN(C(=O)CSc1nnc(-c2ccccc2)n1C)C1CCS(=O)(=O)C1 (configuration not stated),1%,-1%,8%
CC1CCCCC12NC(=O)N(CC(=O)N1CCN(c3ncccn3)CC1)C2=O (configuration not stated),21%,x,-1%
COc1cc(OC)cc(C(=O)NCC2CCCN(C(=O)c3oc(C)cc3C)C2)c1 (configuration not stated),6%,-3%,2%
Cc1ccc2[nH]c(=O)c(CN(Cc3ccco3)C(=O)c3ccncc3)cc2c1,-3%,-18%,-4%
CCN1C(Nc2ccccc2)=NC[C@@H]1CC(C)C,0%,-3%,x
O=C(COC(=O)c1ccc(O)cc1)Nc1cc(C(F)(F)F)ccc1Cl,11%,7%,4%
CCOc1ccc(CCNS(=O)(=O)c2ccc3c(c2)NC(=O)CC(=O)N3)cc1OCC,18%,-20%,0%
Cc1cc(C)nc(SCC(=O)Nc2ccccc2[N+](=O)[O-])n1,-6%,7%,0%
C=C1CCN(C(Cc2ccccc2)C(=O)NCc2ccc(Cl)cc2)S(=O)(=O)c2ccccc21 (configuration not stated),-23%&-3%,-1%&-9%,7%&0%
CCCN(CC(=O)Nc1ccccc1OC)C(=O)c1ccc(S(=O)(=O)Nc2ccccc2)cc1,-1%,-12%,x
CCc1ccc(NC(=O)c2cc(S(=O)(=O)N3CCCC3)c[nH]2)cc1,-16%,u,x
COc1ccc(NC(=S)NNC(=O)c2ccccc2OC(F)F)cc1,-15%,13%,10%
N=C1C(c2nc3ccccc3s2)=C(O)CN1Cc1ccco1,-9%,u,8%
CCOC(=O)N1CCN(C(=O)c2ccc(-n3c(=S)[nH]c4ccccc4c3=O)cc2)CC1,0%,2%,3%
CC(C)(C)OC(=O)N1CCN(c2nc(-c3cccs3)nc3ccccc23)CC1,3%,x,-1%
Brc1cc(Br)c(Oc2cc(Br)c(Br)cc2Br)cc1Br,-1%,-14%,1%&13%
Cc1cc(NC(=O)c2cccn2-c2nnc(N3CCCCC3)s2)ccc1Br,-3%,x,3%
CC(=O)c1cc(F)ccc1OCC(=O)Nc1ccc2c(c1)OCO2,14%,x,0%
CCC(CO)Nc1ccc(-c2nn(C)c(=O)c3ccccc23)cc1[N+](=O)[O-] (configuration not stated),-2%,-7%,1%

Ordered by SMILES length (highest first): some entries from above.
SMILES,FEN1 inh,N370S GC,TDP1 inh
CCOC(=O)N1CCN(C(=O)c2ccc(-n3c(=S)[nH]c4ccccc4c3=O)cc2)CC1,0%,2%,3%
CCCN(CC(=O)Nc1ccccc1OC)C(=O)c1ccc(S(=O)(=O)Nc2ccccc2)cc1,-1%,-12%,x
CC(C)(C)OC(=O)N1CCN(c2nc(-c3cccs3)nc3ccccc23)CC1,3%,x,-1%
CCc1ccc(NC(=O)c2cc(S(=O)(=O)N3CCCC3)c[nH]2)cc1,-16%,u,x
Cc1cc(C)nc(SCC(=O)Nc2ccccc2[N+](=O)[O-])n1,-6%,7%,0%
Brc1cc(Br)c(Oc2cc(Br)c(Br)cc2Br)cc1Br,-1%,-14%,1%&13%
N=C1C(c2nc3ccccc3s2)=C(O)CN1Cc1ccco1,-9%,u,8%

Random excerpt: 2 records from the list.
SMILES,FEN1 inh,N370S GC,TDP1 inh
N=C1C(c2nc3ccccc3s2)=C(O)CN1Cc1ccco1,-9%,u,8%
C=C1CCN(C(Cc2ccccc2)C(=O)NCc2ccc(Cl)cc2)S(=O)(=O)c2ccccc21 (configuration not stated),-23%&-3%,-1%&-9%,7%&0%

Next records.
SMILES,FEN1 inh,N370S GC,TDP1 inh
COc1ccc(CCNC(=O)c2ccc3c(=O)n(Cc4ccco4)c(=S)[nH]c3c2)cc1OC,0%,-4%,-9%
Cc1nnc(NC(=O)C(C)Sc2nnc(CCNC(=O)c3ccccc3F)n2C)s1 (configuration not stated),4%,-6%,9%
CCCCN(CC)CCNC(=O)C1CCCN(c2ncnc3onc(C)c23)C1 (configuration not stated),22%,x,1%
CCOC(=O)c1ccc(N=c2scc(C)n2CC)cc1,-1%,-4%,10%
COc1ccc(CN(C(=O)CN2C(=O)c3ccccc3S2(=O)=O)C(C(=O)NCC2CCCO2)c2ccco2)cc1 (configuration not stated),3%,0%,-7%
O=C(O)c1ccccc1-c1nc2ccccc2c(=O)n1O,17%,1%,5%
CC(=O)c1c(N2CCOCC2)nc(=S)n(Cc2ccccc2)c1C,0%,17%,0%
NC(=O)c1cc(-c2cccnc2)nc2ccc(Br)cc12,22%,-6%,0%
O=C(Nc1ccc2nccnc2c1)c1cnccn1,-1%,-6%,8%
O=C(O)c1cc2ccccc2c(Cc2cc3ccccc3c(C(=O)O)c2O)c1O (tested in a mixture with another compound),x,0%[21.6 µM],5%[21 µM]
Cc1ccc(-n2nc(CO)c(C(=O)NCc3cccs3)n2)cc1C,-9%,x,5%
C/C1=C/CC(C)(C)/C=C/C/C(C)=C/CC1,x,0%,6%
COc1ccc(CSCCc2n[nH]c(=S)n2-c2ccccc2)cc1C,-2%,13%,6%
O=C(Nc1ccc(Cl)cc1C(=O)NCC1CCCO1)c1ccc(Cl)cc1Cl (configuration not stated),-14%,11%,1%
CCSc1nnc(NC(=O)/C=C/c2ccco2)s1,-9%,-8%,-5%
COC(=O)c1ccccc1NC(=O)CCn1c(=O)c2cccn2c2cccnc21,-14%,x,-8%
O=C(NC(CO)C(=O)OCc1ccccc1)OCc1ccccc1 (configuration not stated),-8%,-3%,0%
CCCN(CC(=O)Nc1ccc(OC)c(OC)c1)CC(=O)Nc1ccc(F)c(F)c1F,11%,-10%,3%
O=C(CNCc1ccc(Cl)cc1)N1CCc2ccccc2C1,3%,-15%,x
CCOC(=O)CN1C(=O)C(Sc2n[nH]c(-c3ccccc3)n2)CCc2ccccc21 (configuration not stated),-5%,22%,5%
COc1ccc(NC(=O)c2cc3cc(C)ccc3n2C)c(OC)c1,10%,14%,x
CCCCCC(=O)Nc1ccc(S(=O)(=O)Nc2nccnc2OC)cc1,0%,0%,3%
O=C(CCN1C(=O)c2ccccc2S1(=O)=O)NCc1ccc(F)cc1,-3%,-14%,x
O=C1CSC(c2ccc(Cl)c(Cl)c2)N1c1nccs1 (configuration not stated),-21%,x,-13%
CCn1ccnc1CN1CCC(n2nccc2NC(=O)c2ccccc2OC)CC1,-3%,1%,2%
CCOC(=O)c1ccccc1N/C=C1\CCCCC1=O,4%,23%,5%
c1ccc(Cn2nnnc2CN2CCN(Cc3ccc4c(c3)OCO4)CC2)cc1,-11%,-9%,2%
CC(C)N(C(=O)COC(=O)CNC(=O)c1ccc(Br)cc1)c1ccccc1,1%,3%,3%
CCn1c2ccccc2c2cc(NC(=O)COC(=O)c3cc(S(=O)(=O)N4CCCCC4)ccc3Cl)ccc21,0%,-1%,3%
O=C(OCc1c(F)cccc1Cl)c1cnccn1,2%,0%,2%
CC(=O)Nc1ccc(S(=O)(=O)NCC(CCC(=O)O)C(F)(F)F)cc1 (configuration not stated),0%,3%,5%
Cc1c(C)c2cc(Cl)c(O)c(CN3CCCC(C)C3)c2oc1=O (configuration not stated),10%,u,5%
Cc1nnc(SCC(=O)N2CCOCC2)s1,-2%,-17%,2%
CCC1(c2ccc(Cl)cc2)NC(=O)N(CC(=O)N2CCN(C(=O)c3ccco3)CC2)C1=O (configuration not stated),7%,x,-4%
O=C(CCS(=O)(=O)c1cccc2nonc12)NCCc1ccccc1Cl,2%,-5%,7%
COc1ccc(SC[C@H](Cc2ccccc2)N2CCN(CCc3ccccc3)CCC2=O)cc1,-1%,-14%,7%
O=C(O)C1=C[C@@H](c2csc3ccccc23)C[C@@H](OCc2ccc(CO)cc2)O1,-2%,-5%,3%
CC(=O)c1ccc(NC(=O)c2ccc(N3CCCC3=O)cc2)cc1,-1%,3%,-10%
CN(/N=C/C=C/c1ccccc1)C1=NS(=O)(=O)c2ccccc21,0%,0%,5%
O=C1c2cc(Cl)ccc2OC2(CCNCC2)C12CC(c1ccc(Cl)cc1)=NO2 (configuration not stated),-26%,u,u
O=C(CSc1nc2ccccc2n1CC(=O)N1CCCC1)N1CCN(C(=O)c2ccco2)CC1,0%,-24%,0%
COc1cc(NC(=O)CSc2nc(C3CC3)nc3ccccc23)cc(OC)c1,-14%,-3%,x
COc1ccc(N2CCN(C(=O)[C@@H](NC(=O)c3cc(OC)cc(OC)c3)C(C)C)CC2)cc1,10%,0%,0%
O=S(=O)(Nc1nc2ccccc2nc1NCc1ccco1)c1cccs1,0%,16%,5%
Cc1ccc(C)c(NC(=O)CN(C)C(=O)C2=NNC(=O)CC2)c1,-6%,x,0%
Cc1ccc2c(c1)N(CC(=O)NC1CCCCC1)C(=O)c1cccnc1O2,-11%,-1%,x
Cc1cc(=O)n2nc(N(C)CC(=O)NCc3ccccc3C)sc2n1,2%,x,-5%
Cc1cc(C)c(NC(=O)Cn2c(SCC(=O)NCc3ccccc3)nc3ccccc32)c(C)c1,1%,x,4%
O=C(NNC(=O)c1ccncc1)NC1CCCCC1,15%,10%,5%
CC1CCC2(CC1)NC(=O)N(CC(=O)N1CC(C)CC(C)C1)C2=O (configuration not stated),4%,x,0%
CN1CCN(c2ccc(CNS(=O)(=O)c3cccc(F)c3)cc2)CC1,16%,17%,3%
Cc1ccc(/C(O)=C2/C(=O)C(=O)N(Cc3cccnc3)C2c2ccccn2)cc1 (configuration not stated),6%,-4%,-3%
O=C(c1cccs1)N1CCN(C(=O)c2cn(-c3ccccc3)nc2-c2ccccc2)CC1,-4%,x,1%
CC1(C)C2CCC1(CS(=O)(=O)N1CCC(C(=O)O)CC1)C(=O)C2 (configuration not stated),-4%,9%,x
C=CCNC(=O)c1c(O)c2cccc3c2n(c1=O)CCC3,8%,-2%,x
COc1ccc(-c2nc3sc(CCNC(=O)C(=O)Nc4ccc(C)c(F)c4)c(C)n3n2)cc1,1%,x,0%
Cc1nc(-c2cccc(NC(=O)c3ccc(-n4cccn4)cc3)c2)cs1,15%,x,1%
COc1cccc(C(=O)Oc2cc(N)n(S(=O)(=O)c3ccc(C)cc3)n2)c1OC,-11%,6%,-2%
COc1ccc(NC(=O)c2n[nH]c(=O)c3ccccc23)cc1S(=O)(=O)N1CCCCC1,2%,-5%,1%
O=C1N/C(=N/N=C/c2ccc(O)cc2)SC1Cc1ccccc1 (configuration not stated),-8%,-9%,9%

Later entries:
SMILES,FEN1 inh,N370S GC,TDP1 inh
C[C@H](CO)N1C[C@H](C)[C@@H](CN(C)S(C)(=O)=O)Oc2c(NC(=O)Nc3ccccc3)cccc2C1=O,21%,x,3%
CN(CC(=O)NCc1cccs1)S(=O)(=O)c1cccc2nsnc12,11%,13%,5%
O=C(COC(=O)CNC(=O)c1ccc(Cl)cc1Cl)NC(=O)NCc1ccccc1,-3%,0%,2%
CCc1nnc(NC(=O)c2cc(-c3ccco3)nc3ccccc23)s1,u,-2%,-3%
COc1ccc(S(=O)(=O)N(C)c2ccc(C(=O)NCC3CCCO3)cc2)cc1 (configuration not stated),-4%,3%,0%
CCC(=O)c1ccc(OCC(=O)Nc2ccccc2C(=O)NC2CC2)cc1,-15%,x,1%
COC(=O)C(O)(CC(=O)Nc1ccc(OC(F)(F)F)cc1)C(F)(F)F (configuration not stated),-2%,5%,-3%
O=C(NCc1ccccc1Cl)C(=O)c1c[nH]c2ccccc12,20%,5%,6%
O=C(c1nnsc1S(=O)c1ccc(Cl)cc1)N1CCOCC1 (configuration not stated),-15%,9%,5%
O=S(=O)(c1ccc2c(c1)CCC2)N1CCNCC1,1%,-2%,-4%
O=C(CSc1cccs1)Nc1ccc(Cl)cc1,3%,3%,-3%
CN(C(=O)NC(=O)C1=C(N2CCOCC2)/C(=C/c2ccccc2)CC1)S(C)(=O)=O,-16%,u,-4%
CCOC(=O)N1CCN(C(=O)COC(=O)CN(C)S(=O)(=O)c2ccc(NC(C)=O)cc2)CC1,3%,-5%,5%
COc1ccc(NS(=O)(=O)c2ccc(OC)c(NC(=O)CNC(=O)c3ccc(OC)cc3)c2)cc1,-2%,x,1%
COc1ccc(OC)c(NC(=O)Cn2c(=O)c3cccn3c3ccccc32)c1,-15%,x,5%
